Assay outcomes deposited in PubChem by National Center for Advancing Translational Sciences (NCATS).
A549 tox: Nrf2 qHTS screen for inhibitors: counterscreen for cytotoxicity; 390,000 compounds, 0.16% hits; Potency, µM (top dose mostly 46 µM), without a hit: top-dose activity change, negative = cytotoxicity, hits mostly inhibitors; A549 ARE-Fluc cells, CellTiter-Fluor viability, 18-24 h; further: potency means the concentration at half of the fitted maximal effect; on the % scale 0 is the no-effect control and ±100 the full control effect
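A549 ARE_Fluc cells in 5% FBS OPTI-MEM were exposed to compounds in concentration-response for 18-24 h at 37 deg C. Viability was read by CellTiter-Fluor fluorescence (Ex 405/Em 525) after 30 min, before the luciferase read.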
Nrf2 inh: Nrf2 qHTS screen for inhibitors; A549 ARE-Fluc reporter, luciferase luminescence, 18-24 h; Potency, µM (top dose mostly 46 µM), without a hit: at the top dose activity change, negative = inhibition, hits mostly inhibitors; 360,000 compounds, 2.1% hits; AID 504444, 2011; further: potency means the concentration at half of the fitted maximal effect; on the % scale 0 is the no-effect control and ±100 the full control effect; nearly all actives have a fitted effect of over 60% in size
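In this cell-based qHTS, ARE-driven firefly luciferase in A549 cells reports Nrf2 activity; the luminescent signal after BugLite lysis is the measured value, with a prior CellTiter-Fluor read for cell health.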
HepG2 tox: qHTS for Inhibitors of TGF-b: Cytotox Counterscreen | HepG2 CAGA-GFP viability, ATP luminescence, 18 h | AID 588856, 2011 | Potency, µM (series often up to 46.1 µM), inactives show at the highest dose activity change, negative = cytotoxicity, actives largely listed as cytotoxic | 410,000 compounds, 0.76% hits; further: potency means the concentration at half of the fitted maximal effect; some results filed as inactive show a strong effect at the top dose
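CellTiter-Glo luminescence gave cytotoxicity after 18 hours at 37 degrees C. The cells were HepG2 CAGA-GFP in 1% FBS DMEM, stimulated with 500 pg/mL TGF-beta after compound addition. %Activity was normalised to no-cell wells (complete cell-killing) and DMSO (no toxicity), and curves were fitted and classified.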
S2 tox: Viability Counterscreen for Primary qHTS for Inhibitors of ATXN expression. 400,000 compounds, 0.49% hits. AID 651635, 2014. Potency, µM (highest dose often 56.7 µM), actives largely listed as cytotoxic. S2 cells (HEK-293 line with an ATXN2-luciferase reporter) viability, CellTiter-Fluor protease fluorescence, 24 h; further: potency means the concentration at half of the fitted maximal effect; nearly all actives have a fitted effect of over 40% in size
TGFb inhibitor: qHTS for Inhibitors of TGF-b; Potency, µM (doses to about 46.1 µM), inactives show at the top dose activity, negative = inhibition, usual class: inhibitors; 410,000 compounds, 1.2% hits; HepG2 CAGA-GFP TGF-b/SMAD3 reporter, GFP fluorescence, 18 h; TGF-beta stimulated, 500 pg/mL final; further: potency means the concentration at half of the fitted maximal effect; on the % scale 0 is the no-effect control and ±100 the full control effect; nearly all actives have a fitted effect of over 65% in size
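HEPG2 CAGA-GFP, 1000 cells/well; 2 h settle, 37 C; cpd via pin tool; TGF-b 500 pg/mL final; 18 h, 37 C; GFP imaging ex488/em500-530; %Activity normalised to -TGF-b and +DMSO controls; CRC fit, curve class.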
ATXN2 expr inh: Primary qHTS for Inhibitors of ATXN expression | HEK-293 ATXN2-luciferase reporter, luminescence, 24 h | Potency, µM (doses to about 57 µM), without a hit: top-dose activity change, negative = inhibition, hits mostly inhibitors | 360,000 compounds, 0.72% hits; further: potency means the concentration at half of the fitted maximal effect; on the % scale 0 is the no-effect control and ±100 the full control effect; nearly all actives have a fitted effect of over 55% in size
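qHTS (up to 57 uM final) was run with 24 h compound exposure of reporter cells at 37 °C. Each well was multiplexed: SteadyGlo luminescence measured ATXN2-luciferase expression after a fluorogenic Gly-Phe-AFC viability readout (25 uM final).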
MCF10A rerep: A quantitative high throughput screen for small molecules that induce DNA re-replication in MCF 10a normal breast cells. MCF 10A DNA re-replication, Hoechst nuclear intensity, 48 h. Potency, µM (series often up to 46.1 µM), without a hit: at the top dose activity, positive = re-replication, usual class: activators. 350,000 compounds, 2.9% hits. AID 624296, 2012; further: potency means the concentration at half of the fitted maximal effect; % of control where 0% means no effect; nearly all actives have a fitted effect of over 50% in size
IL-1B inflam inh: qHTS for Inhibitors of Inflammasome Signaling: IL-1-beta AlphaLISA Primary Screen | THP-1 LPS/ATP IL-1B secretion, AlphaLISA, 16 h; stronger effect = lower value | activity change, % at 57.5 µM | 360,000 compounds, 4.7% hits; in the data active means activity change below about -50%; inconclusive means mostly about -30% to -49%; further: on the % scale 0 is the no-effect control and ±100 the full control effect
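Secreted IL-1B measured by AlphaLISA bead assay after 16 h compound exposure of THP-1 cells; compounds (final up to 57.5 uM) added 1 h before LPS (250 ng/mL) and ATP (1.25 mM) stimulation; lower signal means less secretion.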
Nrf2 activator: qHTS of Nrf2 Activators; AREc32 ARE-luciferase reporter (MCF7-derived line), luminescence, 24 h; Potency, µM (top dose mostly 46.1 µM), for inactives: top-dose activation, most hits filed as activators; 410,000 compounds, 0.31% hits; further: potency means the concentration at half of the fitted maximal effect; % of control where 0% means no effect; nearly all actives have a fitted effect of over 65% in size
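AREc32 cells carrying an ARE-driven firefly luciferase, 1000 cells/well in OPTI-MEM with 5% FBS, dosed after overnight attachment and incubated 24 hr at 37 deg C. Steady-Glo luminescence read after 30 min at RT.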
Active calls of the source: *; i = inactive; ? = inconclusive; . = no result given; [ ] = dose if it differs, or a comment. Unless noted, the call rests on the fitted dose curve; in most records, active means well fitted curve in the direction sought with a large enough effect; inconclusive means small, poorly fitted or top-dose-only effect, or another doubt; inactive means no such curve, though single readings can be large; an effect the other way counts as inactive or inconclusive.

SMILES	A549 tox	Nrf2 inh	HepG2 tox	S2 tox	TGFb inhibitor	ATXN2 expr inh	MCF10A rerep	IL-1B inflam inh	Nrf2 activator
CCOC(=O)Cc1csc(NC(=O)/C=C/c2ccc(Br)o2)n1	-4%	?	10%	i	?	.	?	-20	8.5%
CCOc1cc(C(=O)NCCCNC(=O)c2cc(OCC)c(OCC)c(OCC)c2)cc(OCC)c1OCC	-6%	?	-40%	i	1%	-4%	10%	44	-0.4%
CC(=O)Nc1ccc(NS(=O)(=O)c2c(C(=O)N3CCCCCC3)c(C)n(C)c2C)cc1	-1%	-10%	-14%	?	1%	1%	.	.	0.1%
Cc1cc(S(=O)(=O)Nc2cc(C)c(O)c(C)c2)c(C)s1	-6%	10µM*	-21%	i	-21%	32%[activator]	15%	-15	?
O=C(Cc1ccccc1)N/N=C/c1cccn1-c1ccc([N+](=O)[O-])cc1	4%	-24%	-8%	i	?	-8%	5%	-3	0.3%
CC[C@H](C)NC(=O)CCCc1nnc2n(CCC(C)C)c(=O)c3sccc3n12	10%	-12%	-31%	.	-25%	.	.	.	0.5%
COc1ccc(C2CC(c3cc(OC)ccc3OC)n3nnnc3N2)cc1 (stereo not given)	-4%	3%	5%	i	8%	3%	5%	-17	2.4%
COc1ccc(OC)c(S(=O)(=O)N2CCC(C(=O)NCCC3=CCCCC3)CC2)c1	19%	9%	-24%	i	18%	-5%	0%	-11	0.3%
CCOc1ccccc1NC(=O)NCCc1c[nH]c2ccccc12	0%	-1%	14%	i	34%[activator]	-23%	17%	16	2.7%
COc1ccc(S(=O)(=O)N(CC(=O)NCC2CCCO2)c2ccc(F)cc2)cc1OC (stereo not given)	-1%	21%	-16%	i	25%	-6%	-3%	15	0.0%
CCN(CC(=O)Nc1ccccc1C(F)(F)F)C(=O)CCS(=O)(=O)c1ccc(Cl)cc1	-6%	11%	-2%	i	0%	7%	-1%	-1	0.0%
O=C(Nc1cccc2cccnc12)c1cccc(Cl)c1	-8%	?	-10%	i	-23%	23%	10%	44	?
COc1c(Br)cc(Br)cc1/C=N/n1c(C)nnc1C	-5%	-24%	0%	i	-1%	10%	?	50	-0.1%
CCCOc1cc(NCc2ccccc2)c2ncn(C(C)C)c2c1	-13%	?	-22%	?	-27%	-25%	?	?	3.6%
COc1ccc2nc(N3CCCC(C(=O)NCCc4ccc(OC)c(OC)c4)C3)sc2c1 (stereo not given)	-8%	?	-3%	?	-4%	39%	9%	-1	2.3%
C=CCN(C(=O)CCC(=O)Nc1cc(C)on1)C(C(=O)NC1CCCC1)c1cccnc1 (stereo not given)	10%	4%	-9%	i	-6%	0%	-1%	0	-0.8%
O=C(NCc1ccco1)c1cc2ccc(O)cc2oc1=O	17%	9%	-69%	.	1%	-7%	5.8µM*	9	4.7%
O=C(CCCc1c[nH]c2ccccc12)NCc1ccc2c(c1)OCO2	0%	-7%	4%	i	24%	7%	?	13	-0.2%
COC(=O)c1cccc(CN2C(=O)C(C)Oc3ccc(C)cc32)c1 (stereo not given)	.	.	-2%	i	-3%	2%	.	2	4.1%
C[C@@H]1CCCCO[C@H](CN(C)Cc2ccccc2)[C@@H](C)CN([C@H](C)CO)C(=O)c2cc(NS(=O)(=O)c3ccc(Cl)cc3)ccc2O1	.	.	-15%	.	?	0%	.	-51*	-0.2%
Cc1ccc(-c2csc3ncn(CC#N)c(=O)c23)cc1	-6%	-14%	2%	i	-1%	-10%	-1%	-18	-0.2%
COC1=CC(=O)C(O)=C(CCCCCCC/C=C/CCCCCCCC2=C(O)C(=O)C=C(OC)C2=O)C1=O	-21%	?	-8%	?	-4%	-34%	?	83	0.0%
COc1cccc(N2CCN(C(=O)c3ccc(CS(=O)Cc4ccc(Cl)cc4)o3)CC2)c1 (stereo not given)	0%	?	-23%	i	-4%	-21%	7%	-24	-1.5%
CCOc1ccc(/C=N/OCC(=O)Nc2cc(S(=O)(=O)N3CCOCC3)ccc2OC)cc1	2%	-1%	-17%	i	-4%	7%	-5%	-13	0.2%
COc1ccc(N(C(=O)Cn2nnc(-c3ccc(Cl)cc3)n2)C(C(=O)NCC2CCCO2)c2ccc(C)cc2)cc1 (stereo not given)	-11%	2%	-18%	.	1%	.	2%	-1	0.1%
Cc1ccc(NC(=O)NCC(c2cccnc2)N2CCOCC2)cc1 (stereo not given)	0%	11%	-3%	i	-2%	2%	-2%	6	-0.6%
CCOC(=O)c1ccc(N2C(=O)CC(N(C)CCc3ccc(OC)c(OC)c3)C2=O)cc1 (stereo not given)	2%	12%	5%	i	-6%	8%	0%	4	4.1%
O=C(c1ccc(F)cc1)C1CCN(Cc2ccc(F)cc2)CC1	0%	-19%	-24%	?	-4%	-36%	5%	13	2.9%
Cc1ccc(SC(C)C(=O)NCCC2=CCCCC2)cc1 (stereo not given)	3%	-2%	21%	i	-3%	-6%	-6%	2	-0.8%
O=C(NCC1CCCO1)c1nn2c(C(F)(F)F)cc(-c3cc(Br)cs3)nc2c1Br (stereo not given)	-5%	5%	-9%	i	-1%	-14%	15µM*	7	0.2%
CSCc1ccc(C(=O)N2CCCC(Nc3ccc4c(c3)OCCO4)C2)o1 (stereo not given)	0%	8%	-2%	i	1%	11%	4%	15	0.1%
COc1ccc(NS(=O)(=O)c2cc(NC(=O)CC(=O)c3ccc([N+](=O)[O-])cc3)ccc2C)cc1	-12%	?	-6%	?	?	.	2%	-20	6.8%
CN(c1ccc(OCC(=O)N2CCCCC2)cc1)S(=O)(=O)c1cccs1	-2%	-11%	-4%	i	-8%	11%	?	13	2.2%
COc1ccc(CNC(=O)CCc2c(C)nn(-c3ccc(N4CCCCC4)nn3)c2C)c(OC)c1	1%	25%	-23%	.	-40%	.	.	.	0.8%
CCN(CC(=O)Nc1c(F)cccc1F)C(=O)c1cccc(S(=O)(=O)N2CCCCCC2)c1	-1%	-13%	1%	i	11%	.	0%	-18	0.0%
O=C(N/N=C/c1ccccn1)c1cc([N+](=O)[O-])cc([N+](=O)[O-])c1	0%	-20%	-52%	?	4.5µM*	.	13%	100	0.0%
COc1cc(NC(=O)COC(=O)CSc2ccc3ccccc3c2)c(C)cc1[N+](=O)[O-]	12%	-7%	1%	i	?	-5%	?	9	0.4%
CC(=O)c1cccc(NC(=O)C2CCCN(S(C)(=O)=O)C2)c1 (stereo not given)	-2%	8%	3%	?	0%	2%	-5%	-12	-0.3%
N#Cc1ccc(C23CC4CC(CC(C4)C2)C3)[nH]c1=O	-1%	-13%	-4%	i	9%	-20%	19%	89	0.2%
C/C(=N\Nc1nccnc1Cl)c1ccc(F)cc1	1%	42%	-28%	?	-1%	60%[activator]	1%	-5	14%
COc1ccc(CNC(=O)CCCN2C(=O)NC3(CCCC3)C2=O)cc1	-1%	?	1%	?	11%	.	-1%	11	0.1%
CCOc1ccc(NC(=O)c2cc(S(=O)(=O)N3CCc4ccccc43)ccc2F)cc1	-1%	.	-11%	.	-14%	.	.	.	0.9%
Cc1c(/C=N\NC(=O)c2csc3ccccc23)cnn1C	-10%	6%	-9%	i	-10%	28%	?	14	1.3%
Cc1ccc(NC(=O)COC(=O)/C=C/c2ccccc2)cc1S(=O)(=O)N1CCOCC1	-5%	4%	-18%	i	-22%	1%	2%	-6	-0.2%
O=C(CNC(=O)c1cccc(Br)c1)N/N=C/c1cc(Br)cc(Br)c1O	-7%	?	-23%	i	-2%	?	-2%	45	0.3%

4 entries picked at random from those above, as already listed:
SMILES	A549 tox	Nrf2 inh	HepG2 tox	S2 tox	TGFb inhibitor	ATXN2 expr inh	MCF10A rerep	IL-1B inflam inh	Nrf2 activator
COc1ccc(CNC(=O)CCCN2C(=O)NC3(CCCC3)C2=O)cc1	-1%	?	1%	?	11%	.	-1%	11	0.1%
Cc1ccc(NC(=O)COC(=O)/C=C/c2ccccc2)cc1S(=O)(=O)N1CCOCC1	-5%	4%	-18%	i	-22%	1%	2%	-6	-0.2%
COc1ccc(CNC(=O)CCc2c(C)nn(-c3ccc(N4CCCCC4)nn3)c2C)c(OC)c1	1%	25%	-23%	.	-40%	.	.	.	0.8%
O=C(N/N=C/c1ccccn1)c1cc([N+](=O)[O-])cc([N+](=O)[O-])c1	0%	-20%	-52%	?	4.5µM*	.	13%	100	0.0%

More records follow.
SMILES	A549 tox	Nrf2 inh	HepG2 tox	S2 tox	TGFb inhibitor	ATXN2 expr inh	MCF10A rerep	IL-1B inflam inh	Nrf2 activator
COc1ccc(/C=C2\SC(=NCc3ccccc3)NC2=O)cc1	-4%	-2%	-5%	i	-3%	0%	6%	-10	3.2%
CCc1c(C)sc(NC(=O)OC)c1C(=O)N1CCOCC1	11%	2%	-11%	i	30%	-6%	1%	0	0.4%
Cc1ccccc1NC(=O)Nc1nc(CN)cs1	.	.	-45%	i	0%	6%	.	14	0.6%
COc1ccc(-c2ccc(SCC(=O)N3CCOCC3)nn2)cc1OC	6%	-2%	-46%	i	?	3%	?	0	4.9%
CCOc1ccc(NC(=O)CN(C)CC(=O)Nc2cccc(Cl)c2C)cc1OCC	-17%	-15%	-5%	i	-26%	11%	8%	-10	-0.1%
CCOC(=O)c1cc(OCC)c2c(ccc3ccccc32)n1	.	.	-3%	i	-2%	.	.	18	6.8%
CCCOCC(O)COc1ccccc1C(=O)N1CCOCC1 (stereo not given)	-7%	5%	-14%	i	-7%	2%	11%	47	-0.8%
COc1ccc(/C=C/C(=O)c2ccc3c(c2)OCO3)cc1OC	-6%	-14%	-4%	i	-11%	27%	?	?	?
COc1cc(CN2CCCC(CO)(Cc3cccc(Cl)c3)C2)cc2c1OCO2 (stereo not given)	-3%	6%	-31%	i	?	-24%	18%	-18	2.6%
Cn1c(=O)c2ncn(C)c2n(C)c1=O	6%	-1%	11%	i	15%	5%	-15%	30	0.3%
